EPAC2 agonist: activates human EPAC2 exchange factor. Q8WZA2. EPAC2 activation, biochemical qHTS; response scale: 100% = 6.5 mM cAMP response. Potency, µM (series often up to 154 µM), without a hit: at the highest dose activation, usual class: activators. 0.079% of 360,000 active; note: potency is the fitted concentration of half-maximal effect; nearly all actives have a fitted effect of over 50% in size
Target sequence (Q8WZA2 whole entry, looked up): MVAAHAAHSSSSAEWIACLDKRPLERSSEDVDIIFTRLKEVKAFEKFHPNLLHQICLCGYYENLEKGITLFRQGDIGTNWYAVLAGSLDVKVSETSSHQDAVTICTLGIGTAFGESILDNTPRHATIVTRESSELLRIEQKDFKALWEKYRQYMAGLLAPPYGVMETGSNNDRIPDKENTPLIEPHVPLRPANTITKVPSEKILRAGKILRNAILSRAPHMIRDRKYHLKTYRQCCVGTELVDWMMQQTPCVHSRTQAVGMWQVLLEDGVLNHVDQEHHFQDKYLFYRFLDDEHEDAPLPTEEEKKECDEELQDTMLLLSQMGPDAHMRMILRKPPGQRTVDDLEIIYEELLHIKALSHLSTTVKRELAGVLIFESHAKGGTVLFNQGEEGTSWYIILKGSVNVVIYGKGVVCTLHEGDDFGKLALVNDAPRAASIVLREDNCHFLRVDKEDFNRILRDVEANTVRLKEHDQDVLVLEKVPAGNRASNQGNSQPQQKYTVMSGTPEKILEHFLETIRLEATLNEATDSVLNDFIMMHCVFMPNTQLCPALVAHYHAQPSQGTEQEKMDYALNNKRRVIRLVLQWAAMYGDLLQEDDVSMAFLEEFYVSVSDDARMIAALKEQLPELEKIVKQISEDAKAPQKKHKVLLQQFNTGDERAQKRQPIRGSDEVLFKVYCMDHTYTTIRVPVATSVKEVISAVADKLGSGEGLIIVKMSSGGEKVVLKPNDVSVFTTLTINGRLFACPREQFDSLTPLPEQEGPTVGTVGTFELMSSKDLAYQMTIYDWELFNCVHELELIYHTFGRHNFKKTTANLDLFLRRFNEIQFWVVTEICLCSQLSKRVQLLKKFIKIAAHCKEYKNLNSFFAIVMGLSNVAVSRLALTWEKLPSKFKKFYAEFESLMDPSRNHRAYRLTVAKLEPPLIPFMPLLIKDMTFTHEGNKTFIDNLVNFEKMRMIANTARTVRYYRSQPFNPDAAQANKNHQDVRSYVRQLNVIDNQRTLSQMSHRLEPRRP
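Guanine nucleotide exchange by EPAC2 is measured as reduced fluorescence of BODIPY-GDP once it is released from 250 nM Rap1B. Plates are read kinetically for 30 min at room temperature; results are scaled to 6.5 mM cAMP.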
Abeta yeast res: restores growth of yeast expressing A-beta42 peptide; yeast expressing A-beta42, growth rescue, OD600, 48 h; response scale: 0% DMSO, 100% iron-clioquinol control; Potency, µM (highest dose often 46.1 µM), for inactives: at the top dose growth rescue, most hits filed as activators; 0.063% of 410,000 active; AID 1347071; note: potency is the fitted concentration of half-maximal effect; nearly all actives have a fitted effect of over 55% in size
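Growth rescue measured by 600 nm absorbance after 48 h yeast culture at 30 C with compound. Values normalized between DMSO and an equimolar ferric chloride plus clioquinol control.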
DRD3 antagonist: blocks the human D3 dopamine receptor; P35462; D3R cells, DiscoveRx beta-arrestin luminescence, antagonist mode; hits give low values; max response, negative = inhibition, %; 2.5% of 360,000 active; in the data active = max response below about -50%; inconclusive = no clear call, values can overlap the other calls; note: % is set by controls: 0 for no effect and ±100 for the full control effect; mostly tested at two doses, the higher about 12 µM
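Cells expressing the human receptor were seeded at 1500 cells/well, incubated overnight at 37 degrees C in 5% CO2, then exposed to library compounds with dopamine controls for 90 minutes at 37 degrees C before luminescent detection.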
aSyn yeast inh: inhibitors of alpha-synuclein toxicity in yeast; Yeast expressing alpha-synuclein, growth rescue, BacTiter-Glo, 24 h; Potency, µM (doses to about 46.1 µM), inactives show at the top dose growth rescue (activation), most hits filed as activators; 0.14% of 370,000 active; note: potency is the fitted concentration of half-maximal effect; % of control where 0% means no effect; nearly all actives have a fitted effect of over 65% in size
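Screening used galactose-induced yeast with toxic alpha-synuclein levels, exposed to compound for 24 hr at 30 deg C. Cell growth, read with BacTiter-Glo luminescence, gave the measured signal.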
FUS suppressor: FUS proteinopathy suppression in yeast; S. cerevisiae FUS-expressing, growth rescue, OD600, 24 h; Potency, µM (titrated, usually from 76.6 µM), inactives show at the top dose growth rescue (activation), usual class: activators; 0.24% of 390,000 active; AID 1347120;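 note: potency is the fitted concentration of half-maximal effect; plate controls were DMSO vehicle for no effect and reference control for full effect; nearly all actives have a fitted effect of over 55% in size; some results filed as inactive show a strong effect at the top dose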
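FUS-expressing yeast, raffinose-pregrown, induced in 2% galactose minimal medium at OD 0.005; compounds in a dilution series, 24hr at 30C. Growth restoration read as absorbance at 600 nm. CP55940 positive control, DMSO negative.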
TDP43 rescue: inhibitors of TDP-43 toxicity in yeast. 1.8% of 410,000 active. AID 652104. TDP-43 expressing yeast growth rescue, BacTiter-Glo, 24 h. Potency, µM (highest dose often 46.1 µM), for the others: top-dose growth rescue (activation), usual class: activators; note: potency is the fitted concentration of half-maximal effect; % of control where 0% means no effect; nearly all actives have a fitted effect of over 50% in size
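In this qHTS, compounds that restore growth of yeast expressing TDP-43 appear as activators. Cells (OD600=0.02, galactose medium, raffinose-pregrown) are incubated with compound 24 hr at 30 deg C and growth is quantified by BacTiter-Glo.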
EPAC2 antagonist: blocks human EPAC2 exchange factor. Q8WZA2. EPAC2 GEF exchange of Rap1B-BODIPY-GDP, fluorescence. Potency, µM (top dose mostly 114 µM), for inactives: at the top dose activity, negative = inhibition, usual class: inhibitors. 0.18% of 360,000 active; note: potency is the fitted concentration of half-maximal effect; % is set by controls: 0 for no effect and ±100 for the full control effect; nearly all actives have a fitted effect of over 45% in size; many of its hits are not listed in these tables
D3 ag: D3 dopamine receptor (human) agonism | D3R DiscoveRx beta-arrestin cells, luminescence, 90 min | P35462 | max activation, % | 0.58% of 410,000 active | AID 652048; in the data active = max activation above about 30%; note: 0% is about no effect; mostly tested at two doses, the higher about 12 µM
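Agonist-mode cell screen: cells plated at 1500/well and incubated overnight at 37 °C, then exposed to library compounds for 90 min at 37 °C. Detection reagent was added for 30–60 min at room temperature, and luminescence was read.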
An asterisk follows results filed as active; ? = inconclusive; / = no result given; & = joins results of further samples; [ ] = remark or other dose. Unless noted, calls come from the whole dose curve; as a rule, active = well fitted curve in the direction sought with a large enough effect; inconclusive = small, poorly fitted or top-dose-only effect, or another doubt; inactive = no such curve, though single readings can be large; an effect the other way counts as inactive or inconclusive.

Value order – EPAC2 agonist	Abeta yeast res	DRD3 antagonist	aSyn yeast inh	FUS suppressor	TDP43 rescue	EPAC2 antagonist	D3 ag
> Cc1ccc(C(C)(O)CS(=O)(=O)Cc2ccccc2)cc1 (stereo not given)
→ 2%	-6%	7	7%	14%	-3%	-3%	9
> COCCNc1nnnc2c1sc1nc(N3CCOCC3)c3c(c12)CC(C)(C)OC3
→ 2%	7%	-1	2%	11%	13%	-3%	5
> O=C(c1ccc2c(c1)OCO2)c1cn(Cc2ccc(Cl)cc2)c2ccc(F)cc2c1=O
→ /	-9%	/	/	?	21%	/	7
> Cc1ccc(-n2cc(CN3CCN(Cc4nccn4C)CC3)c(-c3ccc(F)cc3)n2)cc1
→ 4%	1%	-11	5%	-22%	1%	-13%	-1
> CC1(C2CC2)NC(=O)N(CC(=O)N2CCN(c3ccccc3Cl)CC2)C1=O (stereo not given)
→ 10%	1%	-7	-7%	37%	-26%	3%	-14
> O=c1[nH]c(SCc2ccccc2F)nc2ccccc12
→ 3%	5%	2	0%	0%	17%[9.22 µM]	?	0
> COc1ccc(Oc2coc3cc(OC(=O)/C=C/c4ccccc4)ccc3c2=O)cc1
→ 1%	-4%	22	-10%	/	10%	-6%	6
> S=c1[nH]nc(-c2ccncc2)n1/N=C/c1ccccc1
→ -1%	31%	-11	2%	?	17%	3%	2
> COc1cc(NC(=O)c2cncc(-c3ccc(C#N)cc3)c2)cc(C(=O)Nc2cccc(C(F)(F)F)c2)c1
→ -10%&-11%	-6%&0%	?	-2%&-5%	-5%&11%	2%&-14%	-4%&23%	2&-7
> COc1ccc(N(CC(=O)N2CCN(c3ccccc3F)CC2)S(=O)(=O)c2ccc(C)cc2)cc1
→ 6%	-7%	0	7%	/	13%	-29%	-7
> O=[N+]([O-])C(/C=C(\Cl)[N+](=O)[O-])=C1N(Cc2ccc(Cl)nc2)CCN1Cc1ccc(Cl)nc1
→ 11%	-9%	-16	-2%	-4%	-24%	-4%	-1
> NCCNC[C@@H]1COC2(CCCCCCCCCCC2)O1
→ -2%	-7%	-30	-13%	13%	-16%[1.82 µM]	-6%	-22
> N#Cc1cc2ccccc2nc1SCC(=O)NC1CC1
→ 1%	-9%	-3	1%	11%	-13%	12%	-5
> Cn1nnnc1SCC(=O)Nc1cc(S(=O)(=O)N2CCCC2)ccc1Cl
→ 9%	-6%	6	2%	11%	12%	11%	6
> Cc1nn(-c2nc(-c3ccc(F)cc3)cc(C(F)(F)F)n2)c(C)c1Cl
→ /	0%	/	/	14%	?	/	3
> CCC(=O)Nc1ccc(S(=O)(=O)NCC2CCCO2)cc1 (stereo not given)
→ 8%	-15%	12	-5%	28%	-18%	-6%	8
> Cc1ccc(NC(=O)c2sc3nc(-c4cccs4)ccc3c2N)cc1F
→ /	3%	/	/	7%	?	/	2
> O=C(c1ccc(OC2CCN(C(=O)c3cccnc3)CC2)cc1)N1CCCCCC1
→ 3%	2%	11	0%	2%	2%	6%	15
> NC(=O)C1(N2CCCCC2)CCN(C(=O)Nc2ccc(Cl)c(Cl)c2)CC1
→ /	-9%	/	/	-13%	13%	/	-19
> O=C1NC(=S)SC1=Cc1ccccc1Cl
→ 12%	-94%[inhibitor]	16	-57%[inhibitor]	40%	-94%[inhibitor]	35µM*	38*
> CN(Cc1ccccc1F)c1ncnc2sccc12
→ 5%	-5%	-4	3%	-5%	?	-24%	20
> Cc1c(-c2ccccc2)oc2c(C(=O)OCC(=O)Nc3cccc(F)c3)cccc2c1=O
→ -6%	0%	51	-1%	-24%	6%	-16%	1
> CS(=O)(=O)c1ccc2nc(NC(=O)C3=NN(c4ccccc4)C(=O)CC3)sc2c1
→ 5%	14%	27	-8%	6%	-22%	0%	12
> O=C(CSc1nnc(-c2ccncc2)o1)NCc1ccccc1Cl
→ 1%	-18%	-1	-1%	16%	4%	0%	4
> CC(C)(CNC(=O)c1cc2ccccc2o1)N1CCOCC1
→ -5%	-2%	3	0%	0%	9%	6%	1
> CCOc1ccccc1C(=O)Nc1c(NC)c2ccccc2oc1=O
→ /	0%	/	/	-5%	20%	/	9
> Cc1cccc(CSCc2ccc(C(=O)O)o2)c1
→ 2%	5%	8	5%	-20%	10%	-9%	10
> CCOc1nc(Nc2cc(Cl)ccc2OC)nc(OCC)n1
→ -1%[15.6 µM]	-3%	-14	4%	-15%	-8%	-7%	1
> CCc1nc2ccc(C(=O)Nc3ccc(OC)c(OC)c3)cn2c1N(C)CCC(C)C
→ -2%	8%	0	-12%	14%	18%	?	-6
> COc1cc(/C=C2\CC/C(=C\c3ccc(OCCO)c(OC)c3)C2=O)ccc1OCCO
→ 0%	-11%	11	-11%	39%	-8%	3%	1

Single entries from the list:
`Cc1c(-c2ccccc2)oc2c(C(=O)OCC(=O)Nc3cccc(F)c3)cccc2c1=O` – D3 ag = 1
`O=c1[nH]c(SCc2ccccc2F)nc2ccccc12` – TDP43 rescue = 17%[9.22 µM]

(next part)
Value order – EPAC2 agonist	Abeta yeast res	DRD3 antagonist	aSyn yeast inh	FUS suppressor	TDP43 rescue	EPAC2 antagonist	D3 ag
> COC(=O)C[C@H](NC(=O)Cn1cnc(C(=O)Nc2ccc(C)c(C)c2)n1)C(=O)OC
→ 7%	9%	3	-7%	-7%	28%	16%	-3
> CN(Cc1ccccc1)C(=O)c1cc(-c2ccc(Br)cc2)on1
→ 19%	-5%	-22	-1%	8%	-5%	-4%	-3
> COc1cccc(NC(=O)CSc2nnc(C3CCCCC3)n2N)c1
→ 2%	-13%	-7	-10%	-12%	2%	5%	0
> CC(C)C(NS(=O)(=O)c1cccc(C(F)(F)F)c1)C(=O)NCc1cccs1 (stereo not given)
→ 5%	-11%	-2	2%	-7%	19%	8%	0
> COc1c(Br)cc([N+](=O)[O-])c(OC)c1C(=O)NC(=O)Nc1nc(C)cc(C)n1
→ -3%	15%	-20	0%	-1%	3%	?	2
> C=CCn1c(C)cc(C(=O)Cn2nc(C(=O)O)c3ccccc3c2=O)c1C
→ -3%	7%	6	2%	3%	3%	6%	5
> CN(C)S(=O)(=O)c1cccc(C(=O)Nc2cc(Cl)cc(Cl)c2)c1
→ 24%	18%	17	0%	37%	20%	-15%	-22
> CC(C)C(c1nnnn1C1CCCCC1)N1CCCc2ccccc21 (stereo not given)
→ 13%	4%	2	1%	-2%	2%	-2%	6
> NC(=S)N/N=C/c1coc2ccc(Br)cc2c1=O
→ 5%	-93%[inhibitor]	-14	-72%[inhibitor]	11%	-17%[1.82 µM]	-1%	3
> CCn1c(=O)c2sccc2n2c(CCCC(=O)NCCc3ccc(S(N)(=O)=O)cc3)nnc12
→ 13%	4%	-11	-2%	5%	-22%	18%	7
> O=c1c2cnn(-c3ccc(F)cc3)c2ncn1Cc1ccc(F)cc1
→ -6%	-14%&-13%	-16	6%	-18%&-2%	13%&5%	-7%	4&-1
> CC(C)c1ccc(OCC(=O)Nc2c(C(=O)c3ccc(F)cc3)oc3ccccc23)cc1
→ /	-4%	/	/	-14%	11%	/	5
> Cn1c(SCC(N)=O)nnc1-c1ccc(S(=O)(=O)N2CCCC2)cc1
→ 0%	11%	0	3%	5%	-9%	5%	11
> Cc1cccc(C)c1OCC(=O)NNC(=O)CCNC(=O)c1ccc(Br)cc1
→ -5%	-5%	-28	-1%	/	11%	12%	0
> COc1ccc(/C=N/N=C2/NC(=O)C(CC(=O)O)S2)cc1OCc1ccccc1Cl (stereo not given)
→ 1%	17%	-12	11%	?	27%	9%	-7
> Cc1ccc(C(=O)NCCCN2CCOCC2)cc1
→ 8%[15.6 µM]	-14%	-6	-2%	-22%	-13%	9%	-11
> Cc1ccc(NS(=O)(=O)c2ccc(C(=O)NCc3cccnc3)cc2)cc1
→ -8%	-15%	-13	-4%	/	-22%	-4%	1
> CCCCc1nc2cc(C(=O)N3CCCCC3C(=O)OC)ccc2o1 (stereo not given)
→ -4%	8%	8	9%	-6%	27%	-1%	11
> Cc1c(O)ccoc1=O
→ -1%	13%	1	-3%	-6%	25%	-16%	17
> Cc1cnc(C(=O)OCC(=O)c2ccc[nH]2)cn1
→ 3%	-3%	11	-2%	-3%	12%	7%	1
> CCCS(=O)(=O)NC(=O)C1(C)CCCN(C(=O)c2ccccc2F)C1 (stereo not given)
→ 5%	-4%	5	10%	-21%	2%	3%	-5
> CCc1cccc(CC)c1NC(=O)CSc1nnc(CCC(=O)O)c(=O)[nH]1
→ 6%	-7%	-7	6%	0%	8%	1%	0
> COc1ccc(OCc2nnc(SCC(=O)NC3CC4CCC3C4)o2)cc1 (stereo not given)
→ 1%	-3%	-16	1%	4%	8%	0%	-8
> Cc1ccc(S(=O)(=O)N2CCC(C)CC2)cc1[N+](=O)[O-]
→ 10%	-13%	-2	6%	-2%	-5%	-6%	1
> Cc1cccc(C(=O)Nc2nnc(S(=O)(=O)N3CCOCC3)s2)c1
→ 5%	-7%&-6%	-17	?	26%&-20%	-20%&12%	15%	-15&-14
> Nc1cccc(-c2c[nH]c3ncc(-c4cccnc4)cc23)c1
→ 1%	-17%	10	-1%	39%	-23%	9%	-1

An excerpt of these results, field by field:
Cc1ccc(NS(=O)(=O)c2ccc(C(=O)NCc3cccnc3)cc2)cc1
  EPAC2 agonist: -8%	Abeta yeast res: -15%	DRD3 antagonist: -13	aSyn yeast inh: -4%	FUS suppressor: /	TDP43 rescue: -22%	EPAC2 antagonist: -4%	D3 ag: 1
NCCNC[C@@H]1COC2(CCCCCCCCCCC2)O1
  EPAC2 agonist: -2%	Abeta yeast res: -7%	DRD3 antagonist: -30	aSyn yeast inh: -13%	FUS suppressor: 13%	TDP43 rescue: -16%[1.82 µM]	EPAC2 antagonist: -6%	D3 ag: -22
CS(=O)(=O)c1ccc2nc(NC(=O)C3=NN(c4ccccc4)C(=O)CC3)sc2c1
  EPAC2 agonist: 5%	Abeta yeast res: 14%	DRD3 antagonist: 27	aSyn yeast inh: -8%	FUS suppressor: 6%	TDP43 rescue: -22%	EPAC2 antagonist: 0%	D3 ag: 12

Source: PubChem BioAssay

Only part of the results is shown. The share of hits here may be higher or lower than overall.
